From PubChem
PI4K2A block – PI4K2A (human) kinase inhibition | 0.13% of 420,000 active | AID 1346378 | Q9BTU6 | purified PI4K2A, ADP-Glo luminescence, 1 h; stronger effect = lower value | activity change, negative = inhibition, % at 76.9 µM; in the data active = activity change below about -50%; inconclusive = mostly about -30% to -49%;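 note: -100% = wells without enzyme as full effect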
Target sequence (Q9BTU6 whole entry, looked up): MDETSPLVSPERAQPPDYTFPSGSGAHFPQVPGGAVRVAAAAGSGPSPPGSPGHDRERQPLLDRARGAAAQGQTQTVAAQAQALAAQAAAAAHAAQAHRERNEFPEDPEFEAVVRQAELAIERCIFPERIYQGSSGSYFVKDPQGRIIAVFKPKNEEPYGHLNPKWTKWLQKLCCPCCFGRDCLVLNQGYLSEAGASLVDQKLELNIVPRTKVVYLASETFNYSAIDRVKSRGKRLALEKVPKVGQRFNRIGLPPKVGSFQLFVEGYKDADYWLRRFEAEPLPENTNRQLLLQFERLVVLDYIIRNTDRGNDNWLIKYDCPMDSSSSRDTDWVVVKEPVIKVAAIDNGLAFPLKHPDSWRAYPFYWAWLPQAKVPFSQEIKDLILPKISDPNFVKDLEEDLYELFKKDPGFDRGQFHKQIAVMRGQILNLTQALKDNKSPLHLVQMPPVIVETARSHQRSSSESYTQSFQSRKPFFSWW
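In this quantitative HTS, ADP production by PI4K2A was quantified luminescently after 1 h at ambient temperature; 100 microM adenosine served as plate-quality control.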
G9a inh – inhibitors of human histone lysine methyltransferase G9a; Q96KQ7; G9a H3K9 monomethylation, AlphaScreen, 2 h; Potency, µM (top dose mostly 102 µM), without a hit: at the top dose activity, negative = inhibition, actives largely listed as inhibitors; 8.8% of 350,000 active; note: potency is the fitted concentration of half-maximal effect; % is set by controls: 0 for no effect and ±100 for the full control effect; nearly all actives have a fitted effect of over 75% in size
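Chemiluminescent proximity detection of H3K9 monomethylation, read after 10 min bead incubation in the dark. Reaction: 20 nM G9a, 500 nM biotin-H3K9 peptide, 20 uM SAM cofactor, 2 h, room temperature, following 15 min enzyme-compound preincubation.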
GLS inh – inhibitors of human glutaminase (GLS). O94925. GLS enzymatic activity, qHTS titration. Potency, µM (doses to about 45.5 µM), for the others: top-dose activity change, negative = inhibition, hits mostly inhibitors. 0.21% of 410,000 active; note: potency is the fitted concentration of half-maximal effect; % is set by controls: 0 for no effect and ±100 for the full control effect
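Compounds were pin-transferred onto hKGA, after which L-glutamine (1 mM solution) and a detection mix of glutamate oxidase, HRP and Amplex Red were added. Initial and 30 min RT fluorescence reads were collected.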
Pol eta inh – DNA polymerase eta (human) inhibition; AID 588591; recombinant Pol eta, fluorescent DNA replication assay; Potency, µM (highest dose often 114 µM), for the others: at the top dose activity change, negative = inhibition, hits mostly inhibitors; Q9Y253; 1.2% of 390,000 active; note: potency is the fitted concentration of half-maximal effect; % is set by controls: 0 for no effect and ±100 for the full control effect
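Fluorescent replication assay: 50 nM final substrate added after a 15 min room-temperature compound preincubation with 10 nM enzyme. Signal taken at 0 min and again at 10 min.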
HP1b chromo inh – HP1-beta chromodomain-methylated histone interaction inhibition | P83916 | AlphaScreen HP1-beta / biotin-H3K9me3 peptide binding | Potency, µM (series often up to 114 µM), for the others: top-dose activity change, negative = inhibition, usual class: inhibitors | 0.56% of 390,000 active; note: potency is the fitted concentration of half-maximal effect; nearly all actives have a fitted effect of over 70% in size; inactives centre near 23
Target sequence (P83916 whole entry, looked up): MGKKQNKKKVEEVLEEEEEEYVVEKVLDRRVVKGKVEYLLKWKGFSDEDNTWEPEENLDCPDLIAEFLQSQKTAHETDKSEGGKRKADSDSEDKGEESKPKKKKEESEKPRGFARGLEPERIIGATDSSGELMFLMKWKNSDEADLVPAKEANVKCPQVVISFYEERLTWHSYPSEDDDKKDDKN
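Compound inhibition of the preformed complex between 50 nM HP1-beta and 50 nM biotinylated H3K9me3 peptide was read by AlphaScreen. Buffer was PBS pH 7.4 with 0.01% Tween-20. Incubations ran 30 min at room temperature, with 10 ug/mL donor/acceptor beads.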
Pin1 inh – blocks the human prolyl isomerase Pin1. Q13526. Pin1 FP peptide displacement, HiFluor488, 10 min. Potency, µM (top dose mostly 115 µM), inactives show at the highest dose activity, negative = inhibition, usual class: inhibitors. 0.009% of 390,000 active; active = well fitted inhibition curve with a large enough effect in the polarisation, with a control signal flat, not every such curve was filed as active; inconclusive = small, poorly fitted or top-dose-only effect, or effect the other way, or a change in a side signal; inactive = no such curve, though single readings can be large or run the other way; the % refers to the polarisation; note: potency is the fitted concentration of half-maximal effect; % is set by controls: 0 for no effect and ±100 for the full control effect
Target sequence (Q13526 whole entry, looked up): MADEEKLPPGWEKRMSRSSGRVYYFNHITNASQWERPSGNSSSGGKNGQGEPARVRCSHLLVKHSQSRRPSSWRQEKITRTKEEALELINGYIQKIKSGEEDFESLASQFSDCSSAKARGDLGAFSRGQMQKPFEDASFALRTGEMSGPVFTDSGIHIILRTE
PGK inhibitor – T. brucei PGK inhibition | P07378 | PGK/GAPDH coupled, Kinase-Glo luminescence, 60 min | Potency, µM (top dose mostly 57.5 µM), for the others: at the top dose activity change, negative = inhibition, actives largely listed as inhibitors | 0.043% of 380,000 active; note: potency is the fitted concentration of half-maximal effect; % is set by controls: 0 for no effect and ±100 for the full control effect; nearly all actives have a fitted effect of over 60% in size
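Recombinant glycosomal PGK reaction used 1,3-bisphosphoglycerate generated in-well by GAPDH (100nM final) in 100mM TEA pH 7.6, 5mM MgCl2, 0.01% Tween-20. After 60 minutes at room temperature, ATP was read by Kinase-Glo Plus luminescence end-point.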
BAZ2B inh – blocks human BAZ2B; Q9UIF8; AlphaScreen BAZ2B-H3K14Ac peptide displacement; Potency, µM (doses to about 114 µM), for the others: at the highest dose activity change, negative = inhibition, actives largely listed as inhibitors; 4.4% of 360,000 active; AID 504333; note: potency is the fitted concentration of half-maximal effect; % is set by controls: 0 for no effect and ±100 for the full control effect; nearly all actives have a fitted effect of over 60% in size
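AlphaScreen displacement: compounds (up to 110uM) incubated 30 min at room temperature with a preformed 50 nM BAZ2B/50 nM biotinylated H3K14Ac peptide complex in PBS pH 7.4 with Tween-20. Donor and acceptor beads at 10 ug/mL final added, 20 min light-protected before reading.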
JMJD2A Tudor inh – JMJD2A Tudor domain (human) inhibition. AlphaScreen JMJD2A-Tudor / H3K4me3 peptide binding. 4.4% of 390,000 active. Potency, µM (series often up to 114 µM), inactives show top-dose activity change, negative = inhibition, hits mostly inhibitors. AID 504339; note: potency is the fitted concentration of half-maximal effect; % is set by controls: 0 for no effect and ±100 for the full control effect; nearly all actives have a fitted effect of over 50% in size
Starred values were filed as active, the others as inactive; i = inactive; ? = inconclusive; nt = not tested or not shown; & = joins results of further samples; [ ] = remark or other dose. Unless noted, calls come from the whole dose curve; as a rule, active = well fitted curve in the direction sought with a large enough effect; inconclusive = small, poorly fitted or top-dose-only effect, or another doubt; inactive = no such curve, though single readings can be large; an effect the other way counts as inactive or inconclusive.

PI4K2A block	G9a inh	GLS inh	Pol eta inh	HP1b chromo inh	Pin1 inh	PGK inhibitor	BAZ2B inh	JMJD2A Tudor inh	smiles
0	8%[12.7 µM]	-4%	-6%	32%[activator]	-11%	i	-2%	-5%	CCCc1cc(=O)oc2cc(OCC(=O)N3CCC(C(N)=O)CC3)ccc12
0	17%	9%	-2%	37%	-5%	-1%	13%	-10%	COC(=O)c1ccc(NC(=O)C2CCCN(S(=O)(=O)c3cnc[nH]3)C2)cc1 (stereo not given)
-3	-4%	2%	-11%	51%[activator]	-6%	-7%	-28%	2%	O=C(Nc1ccc([N+](=O)[O-])cc1)c1ccccc1F
2	23%[2.33 µM]	1%	?	32%[activator]	-2%	-10%	-5%	-2%	COc1ccc(CCNC(=O)c2ccc(Cl)c(S(=O)(=O)N3CCCC3)c2)cc1
0	?	-10%	-20%	49%	20%	-3%	-1%	-10%	CC1CCC(NC(=O)c2ccc(CSc3nc4ccncc4n3Cc3ccc(F)cc3)cc2)CC1 (stereo not given)
6	-29%	37%[activator]	-16%	18%	4%	10%	-22%	-22%	O=C(Cc1ccccc1[N+](=O)[O-])N1CCN(c2ccc(F)cc2)CC1
4	31%[12.7 µM]	9%	-14%	-9%	8%	-1%	2%	?	C/C(=N\OC(=O)Nc1ccc(Cl)cc1)c1ncc(C(F)(F)F)cc1N1CCOCC1
3	1%[12.7 µM]	1%	?	-20%&-6%	8%&2%	-3%	?	?	COc1cc(OC)c2c(-c3ccccc3)cc(=O)oc2c1C(CCN1CCCCC1)c1ccc2c(c1)OCO2 (stereo not given)
-2	4%	20%	-7%	38%[activator]	1%	1%	2%	-8%	O=C(NCc1ccc2c(c1)OCO2)Nc1ccc2nsnc2c1
15	11%	-2%	-13%	31%	1%	-13%	-3%	-6%	O=C(NC1CCCCCC1)c1cc(S(=O)(=O)N2CCCCC2)ccc1N1CCOCC1
2	-3%	-2%	-3%	39%[activator]	3%	-2%	-13%	3%	Nc1nnc(CCS(=O)(=O)c2ccc(Br)cc2)s1
24	8%[59 µM]	2%	?	16%	-16%	-20%	-9%	-26%	Oc1c(C(c2ccccc2F)N2CCCC2)sc2nc(-c3ccco3)nn12 (stereo not given)
-9	22%	0%	-15%	24%	8%	i	3%	2%	Cc1ccc(-c2nnc(-c3ccccc3S(=O)(=O)Cc3ccc(Cl)cc3)o2)cc1
-1	nt	4%	-18%	nt	nt	0%	nt	nt	NS(=O)(=O)c1ccc(CCNC(=O)CSc2nc3ccsc3c(=O)n2Cc2ccccn2)cc1
5	10%	-1%	-23%	49%[activator]	-7%	-5%	-3%	4%	OCCN(Cc1ccccc1)Cc1nc(CC2CC2)no1
-7	15%	-8%	-14%	31%	?	i	-24%	-23%	Cc1cccc(-c2noc(CNC(=O)c3ccoc3C)n2)c1
-3	7%[59 µM]	-2%	4%	25%	8%	4%	nt	-19%	CCOc1ccc(NC(=O)CSc2c3c(nc4ccccc24)CCCC3)cc1
1	11%[59 µM]	2%	-12%	29%	-1%	2%	5%	5%	CCC(=O)NCCc1nc2ccccc2n1Cc1ccc(C)cc1
1	5%	1%	-4%	23%	1%	-1%	3%	-14%	O=C(NCCCN1CCOCC1)c1cc(-c2ccc(Cl)c(Cl)c2)on1
-8	-33%	0%	-13%	28%	-1%	1%	-5%	7%	O=C1NC(c2ccccc2)=CC(c2ccccc2)N1 (stereo not given)
6	20µM*	-4%	-13%	-4%	-4%	0%	?	20µM*	CCOC(=O)[C@H](CCc1ccccc1)N[C@@H](C)C(=O)N1CCC[C@@H]1C(=O)O
-3	?	0%	-5%	?	-1%	-9%	1%	11%	Cc1cc2ccccc2nc1Br
2	-5%[59 µM]	8%	-17%	20%	-7%	-9%	1%	-6%	Cc1cc(C)c(Cn2c(=O)n(CCC(=O)NCc3ccc4c(c3)OCO4)c(=O)c3ccccc32)c(C)c1
12	?	-11%	-1%	-26%	0%	nt	?	50µM*	Cc1ccccc1N/N=C/c1ccc(N2CCOCC2)cc1
-2	126%[activator][59 µM]	1%	?	211%[activator]	?	-9%	?	?	Nc1c(C(=O)Nc2nccs2)sc2nc(-c3cccs3)cc(C(F)(F)F)c12
2	nt	5%	-5%	24%	-1%	5%	5%	-15%	O=C(NC1(C(F)(F)F)NC(=O)N(c2ccc(F)c(Cl)c2)C1=O)c1ccncc1 (stereo not given)
-1	?	-4%	-3%	31%	-4%	-2%	-6%	-1%	CC1CN(S(=O)(=O)c2ccc(C(=O)NN3CCN(C)CC3)cc2)CC(C)O1 (stereo not given)
0	-2%[2.33 µM]	-1%	1%	1%	12%	-6%	8%	-32%	COc1ccc([C@@H]2[C@@H]3C(=O)N(C(C)(C)C)C(=O)[C@@H]3[C@]3(Cc4ccccc4)C(=O)N(c4cccc(C)c4)C(=O)N23)cc1
-7	?	?	?	99%[activator]	?	-1%	40%[activator]	21%	CC(C)CNC(=O)COC(=O)c1c2c(nc3ccccc13)/C(=C/c1cccs1)CC2
-1	5%	4%	-6%	18%	3%	2%	5%	-14%	Cc1ccc(C(=O)N(CC#N)CC#N)cc1C
-3	28µM*	3%	-4%	40%[activator]	-3%	-5%	-3%	-21%	CSc1nnc(NC(=O)c2ccc3c(c2)OCO3)s1
2	nt	8%	-19%	6%[57 µM]	-5%	-6%	nt	-12%	OCC1OC(Oc2c(Br)cc(Br)cc2Br)C(O)C(O)C1O (stereo not given)
-2	nt	5%	-10%	24%	-8%	8%	2%	-12%	COc1ccc(C2=NOC(C(=O)NCCN3CCOCC3)C2)cc1 (stereo not given)
0	-6%	-2%	-12%	20%	0%	-6%	-11%	-13%	O=C(NN1C(=O)C2C(C1=O)C1C=CC2C12CC2)c1cccnc1 (stereo not given)
-1	50µM*	22%	0%	32%	0%	i	79µM*	-4%	O=C(NCc1ccccn1)C(=O)C1C(=O)Nc2ccccc21 (stereo not given)
6	nt	-10%	-17%	nt	nt	-10%	nt	nt	O=C(NCCO)C(=O)NCC(c1cccs1)S(=O)(=O)c1ccc(F)cc1 (stereo not given)
-2	2%	7%	-18%	38%[activator]	-3%	-1%	-1%	4%	CC(C)NC(=O)c1ccc(CS(=O)(=O)c2ccc(Br)cc2)o1
-4	25%	8%	?	18%	-8%	-1%	?	-21%	Cc1ccc(S(=O)(=O)/N=C/c2ccco2)cc1
-16	-4%[12.7 µM]	34%[activator]	-2%	49%[activator]	3%	0%	-6%	-4%	O=C(CSc1nnc2ccccn12)NNC(=O)c1ccc([N+](=O)[O-])cc1
4	-57%[59 µM]	59%[activator]	-8%	32%	0%	-3%	1%	-2%	Cc1ccc2cc(CCNC(=O)c3cccc([N+](=O)[O-])c3)c(=O)[nH]c2c1C
-3	39%[activator]	-8%	-16%	75%[activator]	2%	-8%	-3%	4%	CCCCS(=O)(=O)N1CCCC(C(=O)Oc2ccc(Cl)cc2)C1 (stereo not given)
5	5%[59 µM]	-12%	-11%	15%	12%	-6%	8%	-23%	CCOc1cc(/C=C(/C#N)c2nc3ccccc3[nH]2)ccc1Oc1ccc([N+](=O)[O-])cn1

A portion of the library (hit frequency here may not be typical).
